Fam108B inh: Fam108B inhibition, counter-screen for RBBP9 inhibitors | recombinant Fam108B, FP-Rh probe fluorescence polarization | inhibition, % at 9.51 µM | hit rate 0.33% among 300,000 | AID 1947;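 active = inhibition above the screen mean inhibition plus 3 SD, computed separately per campaign, cut at about 18% in these data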;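 also: inhibitors lower polarization as less probe binds the enzyme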
PAFAH1B3 FP inh: blocks human PAF acetylhydrolase 1B catalytic subunit 3 | Q15102 | recombinant PAFAH1B3, FP-rhodamine probe, fluorescence polarization | inhibition, % at 3.39 µM | hit rate 0.28% among 340,000 | AID 492972;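 active = inhibition above the screen-wide average of all tested compounds plus 3 SD, cut at about 25% in these data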;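 also: 0% = enzyme with DMSO only and 100% = wells lacking PAFAH1B3 protein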
PAD4 inh: inhibitors of human PAD4. recombinant PAD4, RCA probe fluorescence polarization. Q9UM07. AID 485272. inhibition, % at 6.36 µM. hit rate 0.41% among 330,000;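 active = percent inhibition above a cutoff equal to the mean of all tested compounds plus 3 SD, cut at about 15% in these data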;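 also: 0% = PAD4 with RCA probe and DMSO and 100% = probe without PAD4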
pPAFAH FP inh: pPAFAH (human) enzyme inhibition; inhibition, % at 3.39 µM; hit rate 1.5% among 330,000; recombinant pPAFAH, FP-rhodamine probe fluorescence polarization; Q13093;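 active = inhibition above the mean inhibition across the screen plus 3 SD, cut at about 25% in these data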;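 also: inhibitors block binding of the rhodamine activity-based probe so polarization drops; 0% = enzyme with DMSO and 100% = wells lacking pPAFAH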
Target sequence (Q13093 whole entry, looked up): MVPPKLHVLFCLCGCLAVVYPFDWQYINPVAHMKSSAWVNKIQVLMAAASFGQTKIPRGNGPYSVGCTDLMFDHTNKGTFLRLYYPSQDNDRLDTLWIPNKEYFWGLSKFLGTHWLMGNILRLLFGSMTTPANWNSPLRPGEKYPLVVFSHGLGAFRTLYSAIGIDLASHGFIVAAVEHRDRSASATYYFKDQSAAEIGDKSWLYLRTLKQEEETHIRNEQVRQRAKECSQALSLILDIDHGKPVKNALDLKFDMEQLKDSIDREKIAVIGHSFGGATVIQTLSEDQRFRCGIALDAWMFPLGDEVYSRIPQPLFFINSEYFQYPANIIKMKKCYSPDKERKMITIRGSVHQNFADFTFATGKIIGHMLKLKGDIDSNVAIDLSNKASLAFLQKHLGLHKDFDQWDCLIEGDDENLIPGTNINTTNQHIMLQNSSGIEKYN
GSTO1 counter: counter-screen for RBBP9 inhibitors: inhibitors of human GSTO1; P78417; recombinant GSTO1, activity-based probe fluorescence polarization; inhibition, % at 5.96 µM; hit rate 1.1% among 300,000;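 active = inhibition above the campaign mean inhibition plus 3 SD, cut at about 35% in these data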;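 also: 0% = GSTO1-1 with DMSO and 100% = wells lacking GSTO1-1 enzyme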
LYPLA1 counter: blocks human lysophospholipase 1, a PME1 counter-screen | hit rate 0.16% among 320,000 | O75608 | recombinant LYPLA1, FP-Rh probe fluorescence polarization | inhibition, % at 5.9 µM | AID 2174;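 active = inhibition above the mean of all tested compounds plus 3 SD, set per campaign, cut at about 14% in these data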;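 also: inhibitors block serine hydrolase probe labeling of LYPLA1 so polarization falls; 0% = enzyme with DMSO and 100% = wells lacking LYPLA1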
Target sequence (O75608 whole entry, looked up): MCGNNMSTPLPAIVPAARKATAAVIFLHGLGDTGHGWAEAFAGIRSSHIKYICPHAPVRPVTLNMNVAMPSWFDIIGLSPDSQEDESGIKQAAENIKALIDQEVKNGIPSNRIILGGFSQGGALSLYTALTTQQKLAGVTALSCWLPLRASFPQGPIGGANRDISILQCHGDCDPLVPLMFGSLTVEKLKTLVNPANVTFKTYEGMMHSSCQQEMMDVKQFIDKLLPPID
PAFAH1B2 inh: PAFAH1B2 (human) inhibition; P68402; recombinant PAFAH1B2, FP-rhodamine activity probe, fluorescence polarization; inhibition, % at 3.39 µM; hit rate 1.2% among 340,000; AID 492953;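 active = inhibition above the mean of all tested compounds plus 3 SD, cut at about 24% in these data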;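 also: 0% = enzyme with DMSO and 100% = wells lacking PAFAH1B2; many of its hits are not listed in these tables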
Target sequence (P68402 whole entry, looked up): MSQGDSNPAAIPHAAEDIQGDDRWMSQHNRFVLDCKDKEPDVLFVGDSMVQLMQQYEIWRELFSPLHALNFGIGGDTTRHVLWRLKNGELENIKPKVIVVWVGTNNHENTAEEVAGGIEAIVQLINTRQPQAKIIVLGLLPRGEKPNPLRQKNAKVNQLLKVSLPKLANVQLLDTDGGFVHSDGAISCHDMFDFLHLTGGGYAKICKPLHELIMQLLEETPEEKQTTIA
PAFAH2 FP inh: PAFAH2 (human) inhibition | Q99487 | recombinant PAFAH2, FP-rhodamine activity probe, fluorescence polarization | inhibition, % at 3.39 µM | hit rate 0.99% among 340,000 | AID 492956;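 active = inhibition above the mean over all tested compounds plus 3 SD, cut at about 30% in these data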;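 also: inhibitors block probe labeling of enzyme so polarization drops; 0% = enzyme with DMSO and 100% = wells lacking PAFAH2 protein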
PME-1 inh: PME-1 (human) inhibition. hit rate 0.53% among 320,000. inhibition, % at 5.9 µM. Q9Y570. recombinant PME-1, FP-Rh probe fluorescence polarization;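 active = inhibition above the campaign mean of all compounds plus 3 SD, cut at about 26% in these data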;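 also: competitive labeling of PME-1 active site by serine hydrolase directed probe; 0% = PME-1 with DMSO and 100% = wells lacking PME-1 enzyme; inhibitors block probe labeling so polarization falls and inhibition rises; many of its hits are not listed in these tables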
Active calls of the source: *; . = not tested or not shown. Only part of the results is shown. The share of hits here may be higher or lower than overall.

Results follow in this order: Fam108B inh | PAFAH1B3 FP inh | PAD4 inh | pPAFAH FP inh | GSTO1 counter | LYPLA1 counter | PAFAH1B2 inh | PAFAH2 FP inh | PME-1 inh
1: COC(=O)Nc1ccc(S(=O)(=O)NCCCCCC(=O)O)cc1
→ 5 | 6 | -2 | 0 | 1 | -4 | -1 | 1 | -3
2: CCC(CC)=NNc1ccc([N+](=O)[O-])cc1[N+](=O)[O-]
→ 3 | 3 | -6 | 7 | 3 | 3 | -4 | -3 | 4
3: CC(C)(C)N1C(=O)c2ccc(C(=O)Nc3ccc(C(=O)O)cc3)cc2C1=O
→ 3 | 2 | -4 | -1 | -3 | 2 | -2 | 2 | -3
4: CCN(CC)c1ccc2cc(NC(=O)CCC(=O)O)c(=O)oc2c1
→ 1 | 5 | 1 | 5 | -23 | 3 | 12 | 1 | 1
5: CC(NC(=O)Cc1ccccc1F)c1ccc(F)cc1 (centres undefined)
→ 5 | 3 | -1 | 9 | 1 | 1 | 10 | 11 | 2
6: CCOC(=O)c1sc(C)c2c1NC(c1ccc(Cl)cc1)NC2=O (centres undefined)
→ -12 | 8 | 5 | -9 | -5 | -7 | -1 | 6 | -5
7: COCc1cc(CN2CCCC2)c(O)c2ncccc12
→ 5 | 15 | -1 | 7 | -1 | -3 | 0 | 3 | 0
8: Nc1ccc(C(=O)OCC(=O)N2c3ccccc3Sc3ccccc32)cc1[N+](=O)[O-]
→ -23 | -11 | 0 | -4 | -20 | -26 | 1 | -24 | -21
9: CCCn1c(CCc2ccccc2)nnc1SCC(=O)N1CCCC1
→ 1 | 2 | 1 | -2 | 9 | -2 | 1 | 6 | 4
10: O=C(Nc1nc(-c2ccc(S(=O)(=O)N3CCCCCC3)cc2)cs1)c1cccs1
→ -9 | 13 | -2 | -9 | -8 | -33 | -5 | -21 | 13
11: CCOC(=O)c1ccc(NC(=O)CN(c2ccc(C)cc2)S(=O)(=O)c2c(C)n[nH]c2C)cc1
→ -4 | 0 | 4 | -2 | -10 | -13 | -1 | 0 | -12
12: Cc1cc(Oc2ccccc2)nc(NCc2ccccc2)n1
→ 9 | -7 | -3 | 9 | -2 | -1 | -1 | 4 | 6
13: COc1ccccc1C1(CC(=O)N2CCCCC2)CCOC(C(C)C)C1 (centres undefined)
→ 1 | 7 | 1 | 3 | 0 | -4 | 2 | 2 | -2
14: CCS(=O)(=O)N1CCN(c2ccc(C(=O)NC34CC5CC(CC(C5)C3)C4)cc2[N+](=O)[O-])CC1
→ -1 | 3 | 1 | 1 | 10 | -5 | 13 | 15 | 3
15: O=c1oc2ccccc2c(N2CCCCC2)c1[N+](=O)[O-]
→ 3 | -2 | -4 | -6 | 2 | 4 | 0 | -4 | 1
16: CCCN1CCN(C2CCCCC2NS(=O)(=O)c2ccc(Cl)cc2)CC1 (centres undefined)
→ 5 | -11 | 0 | 2 | 1 | 0 | 1 | -1 | 5
17: O=C1C2CCCCC2C(=O)N1c1ccc(NC2CCN(Cc3ccccc3)CC2)c([N+](=O)[O-])c1 (centres undefined)
→ 0 | 10 | -1 | 4 | 8 | 2 | 4 | -1 | 4
18: CCOC(=O)C1CCN(C(=O)Nc2cccc(Cl)c2)CC1
→ -7 | 3 | -7 | 3 | -1 | -1 | 4 | -8 | -3
19: Cc1cc(C)c2nc(SCC(=O)N(C)C3CCS(=O)(=O)C3)cc(C)c2c1 (centres undefined)
→ 2 | 8 | -1 | 5 | 8 | 1 | -5 | 1 | 8
20: CSc1ccccc1NC(=O)C1=CC(c2cccs2)=NS(=O)(=O)N1C
→ 3 | -2 | 2 | 2 | 6 | -3 | 3 | 3 | 9
21: O=C(C(=O)N1CCN(c2cccc(Cl)c2)CC1)N1CCCCC1
→ 0 | 6 | 1 | 1 | -4 | 0 | -2 | -2 | -1
22: COCc1ccc(C(=O)N(C)C2CCCN(Cc3ccccc3F)C2)o1 (centres undefined)
→ -3 | 3 | -2 | -9 | -5 | -2 | 5 | -7 | -4
23: CS(=O)(=O)N1CCN(c2ccc(C(=O)NC34CC5CC(CC(C5)C3)C4)cc2[N+](=O)[O-])CC1
→ -2 | -2 | -1 | -4 | -2 | -1 | 22 | 10 | -4
24: O=C(NCCCn1ccnc1)C1CCN(S(=O)(=O)c2cc([N+](=O)[O-])ccc2Cl)CC1
→ . | 12 | 3 | -4 | . | . | 0 | 3 | .
25: O=[N+]([O-])c1ccc(N2CCN(c3cccc(Cl)c3)CC2)nc1
→ 0 | 2 | 2 | 4 | 4 | -1 | 0 | -4 | 1
26: CCOc1cc(/C=N/NC(=O)NN(C)c2ncc(C(F)(F)F)cc2Cl)ccc1O
→ -4 | 6 | -3 | 2 | 0 | 2 | 0 | 0 | -6
27: N/C(=N\OC(=O)c1cccc([N+](=O)[O-])c1)c1cccnc1
→ 2 | -2 | 3 | -2 | 0 | 0 | 2 | 0 | 0
28: O=C(CSc1ccc2nnc(-c3ccc(F)cc3)n2n1)N1CCCc2ccccc21
→ -8 | 7 | -6 | -2 | 4 | -4 | 2 | 5 | 3
29: CCc1c(C(C)S(=O)(=O)c2ccc(C)cc2)[nH]c(=O)n1-c1ccc(OC(F)(F)F)cc1 (centres undefined)
→ 1 | 1 | -3 | 1 | 1 | 2 | -12 | 3 | 3
30: CCN(CC)S(=O)(=O)c1cccc(C(=O)OCC(=O)N2CC(=O)Nc3ccccc32)c1
→ 2 | 3 | -2 | 4 | 3 | 6 | 4 | 20 | 3
31: O=C(/C=C/c1ccco1)NC(=S)NNC(=O)c1ccco1
→ 1 | 10 | 2 | 7 | 13 | -1 | 4 | 8 | -5
32: CN(C)c1ccc(CC(=O)c2nc3ccccc3s2)cc1
→ -1 | -3 | -6 | 5 | 5 | 2 | -4 | -4 | 3
33: COc1ccc(C(=O)C2CCCN(C(=O)Cn3ccc(C)n3)C2)cc1OC (centres undefined)
→ 3 | 6 | -1 | 5 | 11 | -1 | -1 | 8 | -4
34: O=C(Nc1ccc2c(c1)OCO2)O[C@@H]1C[C@H]2CCC(=O)N3CC[C@@H](C1)[C@@H]23
→ 3 | 11 | -2 | 2 | 0 | 0 | -1 | 3 | 2
35: O=C(N/N=C/c1cccnc1)c1ccccc1[N+](=O)[O-]
→ 1 | 3 | -2 | 0 | 1 | 0 | -3 | 3 | -3
36: CCC1CCC(N2CCN(c3ccccc3F)CC2)CC1 (centres undefined)
→ 2 | -2 | 4 | 2 | 1 | 0 | 1 | -7 | 0
37: COc1cccc(C2SCC(=O)N2c2ccc(Br)cc2)c1OC (centres undefined)
→ 3 | 10 | -2 | 8 | 6 | 1 | 5 | 6 | 2
38: COc1ccc(N(CC(=O)Nc2cc(C)ccc2C)S(=O)(=O)c2c(C)[nH]c(=O)[nH]c2=O)cc1
→ 0 | -1 | 0 | -1 | -3 | -1 | -1 | -6 | -1
39: O=C(Nc1nnc(CCN2CCCCC2)s1)c1ccccc1Cl
→ 0 | -1 | -1 | -1 | 9 | 4 | 0 | -5 | 1
40: Oc1c(Cl)cc(Cl)cc1/C=N/c1nc(-c2ccc(Cl)cc2)cs1
→ 9 | 4 | -1 | 15 | 13 | -4 | 48* | 8 | 3
41: O=C(NCCCN1CCOCC1)C(Sc1ccccc1)c1ccccc1 (centres undefined)
→ -2 | 14 | 0 | -1 | -1 | 2 | -2 | -5 | 1
42: Cc1ccc(N(CC(=O)N/N=C/c2ccc(OC3CSC3)cc2)S(=O)(=O)c2ccccc2)cc1
→ -22 | 3 | -6 | 2 | -13 | -20 | -1 | -30 | -32
43: CCOC(=O)COc1c(/C=N\O)cc(Cl)cc1OC
→ 7 | -3 | 0 | -3 | 8 | 6 | -4 | -6 | 3
44: COc1ccccc1N1CCN(C(=O)c2cccc(C(=O)N3CCN(c4ccccc4OC)CC3)c2)CC1
→ -1 | 5 | -8 | 3 | 5 | -3 | 1 | -4 | -4
45: COc1ccc(C(=O)/C=C/c2cc(OC)c(O)c(OC)c2)c(F)c1
→ 10 | -6 | -1 | 4 | 7 | -3 | -5 | 4 | 9
46: COCCN(C(=O)Nc1ccc(OC)cc1)c1nc2ccccc2s1
→ 0 | 1 | 0 | -4 | -5 | 0 | -2 | -2 | 0
47: CC1CN(C(=O)COC(=O)c2c(Cl)cccc2Cl)CC(C)O1 (centres undefined)
→ 4 | -5 | 3 | -2 | 0 | -3 | 2 | -1 | -7
48: O=C(CP(=O)(c1ccccc1)c1ccccc1)Nc1nc2ccc(Cl)cc2s1
→ -2 | 4 | -1 | 1 | 4 | -2 | 4 | 5 | -5
49: CNC(=O)/C(C#N)=C/c1c(N2CCCCCC2)nc2c(C)cccn2c1=O
→ -4 | 14 | -4 | 2 | -2 | -4 | 3 | 5 | -1
50: Cc1cc(C)c(NC(=O)CC(C)(C)C)c(Cl)c1
→ 4 | -2 | 2 | 6 | 3 | 0 | -2 | 5 | -1

(listing goes on)
Results follow in this order: Fam108B inh | PAFAH1B3 FP inh | PAD4 inh | pPAFAH FP inh | GSTO1 counter | LYPLA1 counter | PAFAH1B2 inh | PAFAH2 FP inh | PME-1 inh
51: CC(=O)N1CCN(CC(=O)Nc2cccc(S(=O)(=O)N3CCCCC3)c2)CC1
→ . | 13 | 2 | 5 | . | . | 7 | -5 | .
52: O=c1c(/C=N/O)coc2ccc(Cl)cc12
→ -1 | 2 | 0 | 0 | 38* | 1 | 3 | 0 | -2
53: CCN(CCO)C1CC(=O)N(c2ccccc2C)C1=O (centres undefined)
→ 2 | 4 | 1 | 0 | 3 | 5 | 6 | 4 | 0
54: COc1ccc(OC)c(Cc2nnc(CCC(=O)N3CCCCCC3)o2)c1
→ 3 | -10 | -4 | 2 | 2 | -3 | 3 | -2 | 0
55: Cc1ccc(NC(=O)C(C)OC(=O)Cc2c[nH]c3ccccc23)cc1 (centres undefined)
→ 1 | 8 | 0 | 4 | 8 | 1 | 5 | -2 | 6
56: CC(C)c1nc2ccccc2n1CC(O)COC1CCCCC1 (centres undefined)
→ -1 | 0 | 0 | -1 | -11 | 1 | 2 | -4 | 0
57: CCN(Cc1ccc(OC)c(F)c1)C(=O)CCl
→ 2 | 0 | -5 | 1 | 98* | -1 | -2 | -2 | -3
58: C/C(=N\NC(=O)c1c[nH]c2ccccc12)c1ccco1
→ 0 | 1 | 1 | -4 | 0 | -4 | -3 | 9 | 2
59: Cc1ccc(C(=O)NC2CCCCCC2)cc1S(=O)(=O)N1CCOCC1
→ 0 | 4 | 1 | -3 | 1 | -4 | -6 | -7 | 0
60: CC(c1ccccc1)N1C(=O)c2ccccc2C1(O)Cc1ccccc1 (centres undefined)
→ 0 | 4 | -1 | 3 | -5 | 0 | 3 | 6 | -2
61: CC[C@@H]1C(c2cccc(C)c2)=NN(c2ccccc2)[C@H]1C(=O)N1CCOC1=O
→ . | 7 | -4 | -2 | . | . | 3 | 1 | .
62: O=C(CC(C(=O)O)c1ccc(F)cc1)c1ccc(Cl)cc1 (centres undefined)
→ -5 | 2 | -2 | 3 | -4 | 2 | 3 | 2 | 1
63: O=C(O)CCn1cc(/C=C2\NC(=S)N(c3ccccc3)C2=O)c(-c2ccc(Br)cc2)n1
→ -5 | -1 | 0 | -5 | 3 | -4 | 11 | 7 | -5
64: CC(O)CN(C)CC/C=C1/c2ccccc2CSc2ccccc21 (centres undefined)
→ -1 | -1 | 2 | -1 | 4 | 2 | 8 | 4 | 2
65: Cc1cccc(C(=O)N2CCCC(N3CCN(c4cccc(Cl)c4)CC3)C2)n1 (centres undefined)
→ 0 | 0 | -7 | 5 | 2 | -4 | 1 | -5 | 0
